Source: PubChem (several laboratories)
OPRM1-OPRD1 ag = agonists of human mu-delta opioid receptor heterodimerization. P35372+P41143. cells, OPRM1-OPRD1 heterodimerization, luminescence. activation, % at 9.3 µM. 0.3% of 340,000 active. AID 504326; in the data active = activation above about 18%;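 also: 0% = vehicle-treated cells and 100% = reference agonist; values of inactives mirror those of a sister screen read the other way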
Ecoli viability = bacterial growth inhibition, counter-screen for AddAB inhibitors; inhibition, % at 11.9 µM; 0.27% of 330,000 active; E. coli V3065 growth, OD600 absorbance, 18 h;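 active = inhibition above the campaign's mean inhibition across all tested compounds plus 3 SD, cut at about 9.9% in these data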;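 also: uninfected addAB+ strain grown without phage in ampicillin broth; 0% = DMSO wells and 100% = ciprofloxacin 0.95 µg/ml wells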
AddAB inh = less growth of phage-infected E. coli with AddAB; E. coli expressing H. pylori AddAB, absorbance growth; inhibition, % at 11.9 µM; 0.29% of 330,000 active; in the data active = inhibition above about 12%;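 also: 0% = vehicle wells of infected cells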
Mot1-301 SUMO = blocks SUMOylation pathway, rescuing yeast Mot1-301 growth | AID 2716 | 1% of 320,000 active | S. cerevisiae Mot1-301 growth rescue, ATP luminescence, 38.5C; percent above DMSO median, 100 means doubled | growth rescue, % at 18.8 µM;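 active = every valid replicate shows activation above 250% relative to neutral control wells; inactive = the rest, any valid replicate at or below 250%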;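 also: OY570 slx delta 5 strain wells were the positive control but not used for scaling; some compounds called inactive have numbers as strong as hits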
Pemphigus Ab inh = blocks pemphigus antibody binding to human desmoglein-3; P32926; binding (percent of control), % at 10 µM; 0.48% of 310,000 active; DSG3-coupled beads, scFv-anti-DSG3-GFP binding, flow cytometry; hits give low values; AID 588358;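 active = binding more than 3 SD below its plate's average and above zero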;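 also: hits lower antibody fragment binding to DSG3; some compounds called inactive have numbers as strong as hits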
HTR5A inv ag = HTR5A inverse agonism, opioid heterodimer counter-screen | P47898 | HTR5A cell line, luminescence | inhibition, % at 9.3 µM | 0.083% of 340,000 active; in the data active = inhibition mostly above about 23%, no sharp cut-off; inactive = mostly below about 18%;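 also: 0% = cells with DMSO and 100% = no-cell wells with DMSO; some compounds called inactive have numbers as strong as hits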
Target sequence (P47898 whole entry, looked up): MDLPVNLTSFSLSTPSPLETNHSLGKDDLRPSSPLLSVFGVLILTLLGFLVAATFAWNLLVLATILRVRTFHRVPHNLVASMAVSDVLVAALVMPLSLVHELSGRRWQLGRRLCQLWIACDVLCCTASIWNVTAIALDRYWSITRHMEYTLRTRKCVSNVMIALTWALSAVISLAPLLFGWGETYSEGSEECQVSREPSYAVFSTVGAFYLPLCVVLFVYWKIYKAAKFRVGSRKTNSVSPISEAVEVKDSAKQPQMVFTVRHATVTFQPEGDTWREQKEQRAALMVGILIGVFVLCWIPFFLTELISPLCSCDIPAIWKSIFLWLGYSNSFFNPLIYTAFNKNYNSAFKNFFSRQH
phage Ecoli inh = E. coli growth loss with phage present; AID 651602; inhibition, % at 11.9 µM; 0.26% of 360,000 active; growth absorbance; in the data active = inhibition above about 11%
PKA-R1A activ = activators of PKA-R1A complex | P00514+P68181 | PKA-R1A dissociation, Cy5-IP20 fluorescence polarization; scaled: DMSO 0%, 113 µM cGMP 100% | activation, % at 11.4 µM | 0.083% of 340,000 active | AID 504707;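 active = percent activation above the mean of all tested compounds plus 3 SD, cut at about 19% in these data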;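 also: higher means more PKAc released from R1A so a rise in polarization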
MOR-DOR inv ag = inverse agonists of human mu-delta opioid receptor heterodimerization. P35372+P41143. cell-based MOR-DOR heterodimer luminescence, inverse agonism. inhibition, % at 9.3 µM. 0.21% of 340,000 active. AID 504357; in the data active = inhibition above about 22%, passing the limit was not always enough;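 also: 0% = cells with DMSO and 100% = wells without cells with DMSO; values of inactives mirror those of a sister screen read the other way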
HTR5A ag ctr = activates human HTR5A in OPRM1-OPRD1 agonist counter-screen; P47898; HTR5A agonist assay, luminescence, cell-based; activation, % at 9.3 µM; 0.61% of 340,000 active; AID 504692; in the data active = activation mostly above about 9.5%, no sharp cut-off; inactive = mostly below about 7.6%;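 also: 0% = cells with vehicle only and 100% = reference agonist; strong numbers were not always called active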
PfHsp90 yeast 2 = reduces growth (ATP signal) of yeast expressing P. falciparum Hsp90. S. cerevisiae expressing PfHsp90, BacTiter-Glo ATP, 48 h; yeast lacking PDR1 and PDR3 efflux regulators. inhibition, % at 9.4 µM. 0.32% of 310,000 active;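 active = every replicate shows inhibition above about 80%, whatever the replicate mean, limit read from the data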;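 also: 0% = DMSO neutral controls and 100% = 20 µM radicicol positive controls; yeast relying on Plasmodium falciparum Hsp90 in place of its own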
Active calls of the source: *; nt = not tested or not shown.

SMILES	OPRM1-OPRD1 ag	Ecoli viability	AddAB inh	Mot1-301 SUMO	Pemphigus Ab inh	HTR5A inv ag	phage Ecoli inh	PKA-R1A activ	MOR-DOR inv ag	HTR5A ag ctr	PfHsp90 yeast 2
CCOc1ccc(NC(=O)CN2CCc3cc4c(cc3C2)OCCCO4)cc1OCC	-2.6	-2.6	2.1	15	97	2	-0.9	7	13	5	22
CCC[n+]1c2ccccc2cc2ccccc21	-1.0	0.2	-1.2	-6	90	0	2.8	1	5	0	-15
CSCCC(N=C(NS(=O)(=O)c1ccccc1)c1ccccc1)C(=O)O (configuration not stated)	-0.9	-1.2	1.6	11	108	-7	4.3	-8	5	2	16
CCCNC(=O)c1cc(-c2ccc3c(c2)OCO3)on1	-2.7	0.3	4.2	163	103	-6	1.4	1	13	2	-4
COc1nnc(-c2ccccc2)s1	-0.5	2.0	2.4	84	111	11	3.6	6	3	5	18
Cc1cc(OCC(=O)O)c2cccc(C)c2n1	-1.6	-0.5	-1.4	6	97	0	4.0	13	9	4	nt
O=C(O)c1ccc(NC(=O)c2cccc(C(=O)Nc3ccc(C(=O)O)cc3)c2)cc1	-2.8	-1.4	-0.5	170	94	-10	1.4	-5	15	2	0
COc1cc(NC(=S)N2CCC(C(N)=O)CC2)c(OC)cc1Cl	-1.5	0.8	-0.9	-5	83	5	5.2	7	10	2	4
CN1CCN(S(=O)(=O)c2cccc(C(=O)Nc3sc4c(c3-c3nc5ccccc5[nH]3)CCCC4)c2)CC1	-1.9	0.3	0.0	-11	97	-19	4.7	-10	10	-2	-16
Cc1[nH]nc2c1C(c1ccc(O)cc1)C1=C(CC(C)(C)CC1=O)N2 (configuration not stated)	-0.4	0.6	2.5	-13	98	4	3.3	-15	2	-1	-12
Cc1nn(-c2ccccc2)c(N2CCCC2)c1/C=N/NC(=S)Nc1ccc(F)cc1	-0.6	0.4	0.0	0	96	18	3.2	-11	3	7	-3
COc1ccc(C)cc1NS(=O)(=O)c1ccc2c(c1)CCN2C(C)=O	-0.9	-1.9	-1.1	287	86	9	3.8	-3	4	-3	-12
Cc1ccc(C(=O)CC(C(=O)O)n2ccc(C)n2)cc1 (configuration not stated)	-1.4	-1.5	-0.8	618	104	-11	0.3	-5	8	2	-19
Cc1ccc(Cl)cc1NC(=O)C1CCCN(c2cnccn2)C1 (configuration not stated)	-3.1	1.4	3.4	68	107	4	0.5	2	16	-1	-8
COc1ccc(S(=O)(=O)Nc2ccccc2C)cc1	-4.8	-3.6	2.1	-25	104	3	1.1	4	25	-3	-22
COc1ccc(C2CCCN2C(=S)Nc2c(C)cccc2C)cc1OC (configuration not stated)	-2.6	-0.3	0.4	-3	101	2	-2.1	-11	14	-1	-2
Cc1ccc(NCCCCO)cc1C	-2.1	-0.6	3.2	14	108	0	2.2	1	11	0	-15
O=C(Nc1ccc(Cl)c(Cl)c1)Nc1cc(S(=O)(=O)N2CCOCC2)ccc1N1CCCC1	-2.2	-2.3	4.7	-10	91	3	0.9	-7	11	-2	-5
CCc1cc(Br)ccc1NC(=O)C1CCCO1 (configuration not stated)	-0.2	-1.0	-0.9	-1	101	-25	1.6	-1	1	8	-17
COc1ccc(-c2[nH]ncc2CN(C)CCCN2CCOCC2)cc1F	-2.0	-3.1	-2.1	12	104	-1	5.0	-11	10	1	-21
COc1cc(/C=C/C(=O)Oc2coc(CSc3ncccn3)cc2=O)cc(OC)c1OC	-2.2	1.6	-0.4	13	98	-14	3.9	-5	11	5	20
CC1CCCCN1C(=O)CCS(=O)(=O)c1cccc2nonc12 (configuration not stated)	-1.5	1.4	0.0	-30	96	6	0.4	0	7	-2	-4
Cc1ccc(C)c(C(C)NC(=O)C2CC=CCC2C(=O)O)c1 (configuration not stated)	-2.9	-0.2	1.3	-3	108	10	4.0	-4	15	-3	-9
O=S1(=O)CCC(NC(=S)N2CCOCC2)C1 (configuration not stated)	-0.3	2.3	2.7	-9	97	-7	1.9	8	1	2	12
Nc1nc(N2CCN(c3ccc(Cl)cc3)CC2)n[nH]1	-1.5	-0.2	1.2	-13	96	-3	3.8	-3	9	1	-9

Part of the list above in order of SMILES length, lowest first.
SMILES	OPRM1-OPRD1 ag	Ecoli viability	AddAB inh	Mot1-301 SUMO	Pemphigus Ab inh	HTR5A inv ag	phage Ecoli inh	PKA-R1A activ	MOR-DOR inv ag	HTR5A ag ctr	PfHsp90 yeast 2
Cc1ccc(NCCCCO)cc1C	-2.1	-0.6	3.2	14	108	0	2.2	1	11	0	-15
COc1nnc(-c2ccccc2)s1	-0.5	2.0	2.4	84	111	11	3.6	6	3	5	18
CCc1cc(Br)ccc1NC(=O)C1CCCO1 (configuration not stated)	-0.2	-1.0	-0.9	-1	101	-25	1.6	-1	1	8	-17
CC1CCCCN1C(=O)CCS(=O)(=O)c1cccc2nonc12 (configuration not stated)	-1.5	1.4	0.0	-30	96	6	0.4	0	7	-2	-4
COc1ccc(C2CCCN2C(=S)Nc2c(C)cccc2C)cc1OC (configuration not stated)	-2.6	-0.3	0.4	-3	101	2	-2.1	-11	14	-1	-2
COc1ccc(-c2[nH]ncc2CN(C)CCCN2CCOCC2)cc1F	-2.0	-3.1	-2.1	12	104	-1	5.0	-11	10	1	-21
COc1cc(/C=C/C(=O)Oc2coc(CSc3ncccn3)cc2=O)cc(OC)c1OC	-2.2	1.6	-0.4	13	98	-14	3.9	-5	11	5	20
O=C(O)c1ccc(NC(=O)c2cccc(C(=O)Nc3ccc(C(=O)O)cc3)c2)cc1	-2.8	-1.4	-0.5	170	94	-10	1.4	-5	15	2	0

(further entries)
SMILES	OPRM1-OPRD1 ag	Ecoli viability	AddAB inh	Mot1-301 SUMO	Pemphigus Ab inh	HTR5A inv ag	phage Ecoli inh	PKA-R1A activ	MOR-DOR inv ag	HTR5A ag ctr	PfHsp90 yeast 2
C/C(=N\NC(=O)Cc1ccc(F)cc1)c1ccc(F)cc1	4.1	-3.0	-1.8	-9	102	-10	nt	-6	-24	4	7
CN(C)S(=O)(=O)c1cccc(C(=O)NC2CCSc3ccccc32)c1 (configuration not stated)	-1.4	4.0	6.2	-19	90	-6	1.8	-8	7	0	16
CCCCCCCN1C2=NCCN2c2ccccc21	0.8	0.4	0.3	187	93	11	3.9	14	-4	-4	7
CCOC(=O)c1ccc(S(=O)(=O)NC2CC2)cc1	-2.5	-1.5	3.9	-10	92	1	1.4	5	16	0	-116
O=C(Cc1ccc(Cl)c(Cl)c1)Nc1ccccc1N1CCCC1	6.5	nt	nt	7	116	-12	3.0	-12	-26	5	30
O=C(CN1C(=O)/C(=C\c2cccc(Cl)c2)Sc2ccccc21)NCCCN1CCOCC1	0.3	-0.8	1.6	-28	127	-13	1.3	-1	-2	3	10
COc1cc(OC)cc(C(=O)N2CCN(S(=O)(=O)c3ccc(Cl)s3)CC2)c1	-0.7	3.9	-0.6	127	102	-5	2.5	-2	4	1	-15
CCOC(=O)c1cc2c(c(CCO)n1)[C@H](CCO)N(S(=O)C(C)(C)C)C2 (some centres not stated)	-2.1	nt	nt	nt	95	4	0.4	-17	10	-1	-2
O=C(CN1CCN(S(=O)(=O)c2cccc(Br)c2)CC1)N1CCCCC1	-2.5	3.2	-0.3	-13	109	-1	0.5	0	10	4	nt
N=C(N)SCc1cn2ccccc2n1	-1.6	-1.5	1.6	-26	95	-7	1.8	6	8	1	40
NC(=O)c1ccccc1NC(=O)CN1CCOCC1	-1.1	-0.6	0.7	-7	83	0	2.2	-9	6	2	nt
CCOC(=O)Cc1csc(NC(=S)NC(=O)c2cc(OC)cc(OC)c2)n1	-4.2	1.4	5.1	335	102	7	4.7	-5	21	-3	5
CCn1c(=O)c(C(=O)NCCCc2ccccc2)c(O)c2ccccc21	1.5	nt	nt	-8	103	-12	8.1	-9	-7	3	11
CSc1nsc(N/N=C/c2ccc3c(c2)OCO3)c1C#N	5.0	-0.6	1.5	nt	98	26	1.2	4	-25	0	-5
Cc1ccsc1C(=O)OCC(=O)Nc1c(C)n(C)n(-c2ccccc2)c1=O	-0.7	0.0	3.9	232	101	5	1.1	-4	4	-2	-14
CC(C)C[C@@H](CNCC(=O)[C@H](Cc1ccccc1)NC(=O)c1[nH]cnc1C(=O)N[C@@H](C)CN)NC(=O)c1nc[nH]c1C(=O)N[C@@H](CC(=O)O)C(=O)O	-2.5	nt	nt	nt	100	-10	-1.5	-16	12	3	-29
CCOC(=O)CC(C(=O)OCC)P(=O)(c1ccccc1)c1ccccc1 (configuration not stated)	-2.4	0.6	3.2	13	94	9	0.2	7	11	4	4
CN(CC(=O)Nc1ccc([N+](=O)[O-])cc1Br)Cc1c(F)cccc1Cl	1.7	2.1	0.6	-7	102	10	1.1	-6	-9	-3	-16
CCCCN(C)C1CCN(C(=S)Nc2cccc(OC)c2)CC1	-0.5	2.3	-0.2	-10	101	-1	3.9	8	3	0	0
O=C(c1c(Cl)cccc1Cl)N1CCN(c2cccc3[nH]ccc23)CC1	-1.0	-0.2	1.0	19	120	2	1.3	-18	5	2	-6
CC1CCN(C(C)C(=O)Nc2ccccc2-c2ccccc2)CC1 (configuration not stated)	5.2	-0.6	3.8	-6	105	-7	1.5	1	-27	2	58
COc1cccc(/C=N/NC(=O)C(=O)Nc2ccccc2OC(F)(F)C(F)F)c1O	2.7	15*	19*	-6	109	26	17*	4	-14	1	92*
O=C(NC(Cc1ccccc1)c1nc2ccccc2[nH]1)c1cccc([N+](=O)[O-])c1 (configuration not stated)	-0.9	-0.9	-0.1	-7	89	17	0.1	-5	5	6	6
Cc1ccc(N=Nc2c(=O)[nH]n3c(C)cc(C)nc23)cc1	-1.6	1.5	2.1	-33	94	-38	3.8	23*	9	-3	-13
C=C1CCN([C@@H](Cc2ccccc2)C(=O)NCCC(C)C)S(=O)(=O)c2ccccc21	-2.6	-0.3	3.5	-10	110	8	2.9	-4	15	1	nt
COc1ccc(Cl)cc1-c1nc(SCC(N)=O)n[nH]1	-2.1	2.6	-0.3	-2	82	1	2.6	-11	11	0	-30
O=C(N/C(=C\c1ccc([N+](=O)[O-])cc1)C(=O)N1CCCCC1)c1ccccc1Br	-1.9	0.7	2.5	-7	nt	-15	2.1	4	9	1	-22
COc1ccc2cc(C(=O)OC(C)C)sc(=O)c2c1OC	0.8	1.6	0.2	170	110	-11	3.3	-6	-5	-2	-5
COc1ccc(C2(C(=O)N3CCCC3)CCOCC2)cc1OC	-2.3	0.1	-0.8	-9	107	-56	0.5	-3	13	4	11
COc1ccc(N2CC(O)=C(c3nc(-c4ccc(F)cc4)cs3)C2=N)cc1Cl	-1.6	-2.2	-3.1	-5	96	1	1.8	-14	7	0	-35
